Screening results: PubChem, several laboratories
IEC-6 tox = counter-screen for KLF5 inhibitors: cytotoxicity in IEC-6 cells. AID 1825. IEC-6 cytotoxicity, luminescence viability. inhibition, % at 5 µM. 290,000 compounds, 0.78% hits; in the data active means inhibition above about 22%;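 further: 0% = plate median of test compound wells and 100% = cytotoxic reference compound wells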
HDAC3 inh = human HDAC3 inhibition; AID 2718; O15379; recombinant HDAC3, fluorogenic peptide/trypsin coupled, fluorescence; 320,000 compounds, 0.15% hits; inhibition, % at 8.3 µM; in the data active means inhibition above about 26%, passing the limit was not always enough; inconclusive means no clear call, values can overlap the other calls
Target sequence (O15379 whole entry, looked up): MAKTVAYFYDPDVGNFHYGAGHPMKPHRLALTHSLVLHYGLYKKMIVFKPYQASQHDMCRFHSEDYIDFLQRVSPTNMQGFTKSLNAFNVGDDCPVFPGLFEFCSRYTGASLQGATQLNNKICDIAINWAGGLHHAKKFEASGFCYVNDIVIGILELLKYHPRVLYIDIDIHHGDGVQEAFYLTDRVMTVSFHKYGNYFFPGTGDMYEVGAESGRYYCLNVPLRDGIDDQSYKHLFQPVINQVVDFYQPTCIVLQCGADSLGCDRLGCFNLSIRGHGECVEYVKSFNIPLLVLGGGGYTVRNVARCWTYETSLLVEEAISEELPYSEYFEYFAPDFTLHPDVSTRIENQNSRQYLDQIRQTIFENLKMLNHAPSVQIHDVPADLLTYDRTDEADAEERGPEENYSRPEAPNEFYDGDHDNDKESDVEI
Platelet DG rel = modulates dense granule release in human platelets; human platelet-rich plasma, SFLLRN dense granule ATP release, luminescence; inhibition, %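 (compounds screened at 7.5 µM in platelet-rich plasma)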; 300,000 compounds, 0.22% hits;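 active means mean replicate score, as percent of positive control, at or above 50; inconclusive means mean below 50 but at least one replicate at or above 50; inactive means mean and every replicate below 50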
KLF5 inh = kruppel-like factor 5 inhibition; DLD-1 KLF5 promoter-luciferase reporter, luminescence; inhibition, % at 5 µM; 290,000 compounds, 0.23% hits; AID 1700;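 active means inhibition above a per-plate limit of that plate's mean compound inhibition plus 3 SD, cut at about 60% in these data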;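 further: 0% = DMSO wells and 100% = LY294002 at 200 µM; higher means less KLF5 promoter-driven luciferase light; inactives centre near -14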
HSF1 activator = increases HSF-1 driven luciferase reporter signal | NIH3T3-HGL HSF-1 luciferase reporter, MG132, 8 h; 100% = twice DMSO control signal | activation, % at 9 µM | 300,000 compounds, 1.7% hits | AID 504408;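 active means mean replicate activation of at least 50% with a set share of replicates each reaching 50%; inconclusive means only one of those two conditions met; inactive means mean below 50% and too few replicates reaching it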;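 further: 0% = median of the neutral control wells and 100% = twice that signal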
HSP90 refold inh = inhibitors of HSP90 luciferase refolding in rabbit reticulocyte lysate | inhibition, % at 5.6 µM | luciferase refolding luminescence, 3 h | 290,000 compounds, 0.91% hits | AID 1789;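 active means inhibition above the screen-wide mean plus 3 SD, computed separately per campaign, cut at about 16% in these data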;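 further: 0% = DMSO wells and 100% = 60 µM geldanamycin wells; inhibitors lower the luminescence because luciferase stays unfolded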
AI-2 QS modul = modulates the Vibrio harveyi AI-2 quorum sensing system; Vibrio harveyi JMH597 AI-2 luminescence/OD600 ratio, 9 h; hits give low values; strain lacks LuxN and CqsS sensors; 0 = neutral-control median; activity change, % at 7.5 µM; 300,000 compounds, 0.4% hits; in the data active means activity change below about -75%, passing the limit was not always enough; inconclusive means no clear call, values can overlap the other calls;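 further: luminescence divided by OD600 gain over 9 h not by final OD600 alone; inactives centre near 13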
HSF1 inh = HSF1 inhibition; NIH3T3-HGL HSE-luciferase, MG132-induced, luminescence 8 h; hits give low values; activity change, negative = inhibition, % at 7.5 µM (by protocol); 300,000 compounds, 0.77% hits; AID 2098;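 active means more than half of replicate wells show activity change below -50%, luminescence cut by over half; inconclusive means some wells, but at most half, below -50%; inactive means no replicate well below -50%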;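 further: luciferase reports HSF-1 transcriptional activity via heat shock element; 0% = median of DMSO wells and -100% = zero luminescence signal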
HIF activator = HIF pathway transcriptional activation; U2OS HRE-luciferase reporter, luminescence; normalized: DMSO 0%, desferrioxamine 100%; activation, % at 7.5 µM (by protocol); 300,000 compounds, 0.32% hits; AID 1910;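 active means mean activation of at least 10% of the iron chelator positive control signal, with at least half of replicates also reaching 10%; inconclusive means mean and replicate majority disagree about reaching 10%; inactive means mean and most replicates under 10%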
aSyn 5UTR inh = MLPCN primary screen, SNCA 5' untranslated region; alpha-synuclein 5'UTR reporter, inhibitor activity; inhibition, % (tested at 7.5 µM); 300,000 compounds, 0.82% hits; AID 1813; in the data active means inhibition above about 60%; inconclusive means no clear call, values can overlap the other calls;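 further: H4 neuroglioblastoma cells stably carrying SNCA 5'UTR luciferase fusion; 0% = DMSO wells and 100% = positive control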
* = called active by the depositor.

What do the screens show for `CCOC(=O)C1CCCN(C(=O)CC(c2ccccc2)c2ccccc2)C1` (stereo not drawn)?
IEC-6 tox: 4.1; HDAC3 inh: 11.4; Platelet DG rel: -6.1; KLF5 inh: -28.4; HSF1 activator: 8.1; HSP90 refold inh: 4.6; AI-2 QS modul: -4.4; HSF1 inh: 7.3; HIF activator: -0.2; aSyn 5UTR inh: -11.0

Results for O=c1[nH]c(CN2CCCCC2)nc2ccccc12 ?
IEC-6 tox: 6.7; HDAC3 inh: -6.4; Platelet DG rel: -21.2; KLF5 inh: -21.4; HSF1 activator: 0.9; HSP90 refold inh: -2.2; AI-2 QS modul: inconclusive; HSF1 inh: -2.9; HIF activator: -0.1; aSyn 5UTR inh: -8.9

What do the screens show for `O=C(O)c1csc(N/N=C/c2ccc(Br)cc2)n1`?
IEC-6 tox: 2.3; Platelet DG rel: 5.6; KLF5 inh: -54.0; HSF1 activator: 80.7*; HSP90 refold inh: 15.7; AI-2 QS modul: 50.0; HSF1 inh: 39.3; HIF activator: 0.9; aSyn 5UTR inh: -14.6

What do the screens show for `Cc1cc(NC(=NC2CC2)c2ccccc2F)n(-c2ccccc2)n1`?
IEC-6 tox: 1.9; HDAC3 inh: -4.3; Platelet DG rel: -0.3; KLF5 inh: -30.3; HSF1 activator: 8.8; HSP90 refold inh: 4.9; AI-2 QS modul: 26.0; HSF1 inh: -2.1; HIF activator: 0.9; aSyn 5UTR inh: -2.2

How did O=S(=O)(c1cccs1)N1CN(Cc2ccccc2)c2nc3ccccc3nc21 do in these assays?
IEC-6 tox: -0.7; HDAC3 inh: -8.4; Platelet DG rel: 5.0; KLF5 inh: -10.3; HSF1 activator: 12.6; HSP90 refold inh: -1.6; AI-2 QS modul: 12.7; HSF1 inh: -4.6; HIF activator: 0.6; aSyn 5UTR inh: 33.4

Results for CCOCCCNC(=O)CN1C(=O)COc2ccc(S(=O)(=O)N3CCCC3)cc21 ?
IEC-6 tox: 1.3; HDAC3 inh: -6.0; Platelet DG rel: 5.9; KLF5 inh: -17.1; HSF1 activator: 1.8; HSP90 refold inh: 3.6; AI-2 QS modul: 22.5; HSF1 inh: -3.8; HIF activator: 0.2; aSyn 5UTR inh: -13.1

What do the screens show for `CCC(C(=O)NC(C)(C)C)N(Cc1cccs1)C(=O)CNS(=O)(=O)c1ccccc1` (stereo not drawn)?
IEC-6 tox: -0.2; Platelet DG rel: -5.5; KLF5 inh: -29.5; HSF1 activator: 3.3; HSP90 refold inh: -3.0; AI-2 QS modul: -2.1; HSF1 inh: 0.1; HIF activator: 0.1; aSyn 5UTR inh: -12.3

Results for Cc1ccc(C)c(NC(=O)C2CCCC2)c1 ?
HDAC3 inh: -3.7; Platelet DG rel: -11.2; HSF1 activator: -39.0; AI-2 QS modul: 18.8; HSF1 inh: -24.4; HIF activator: 0.0; aSyn 5UTR inh: -22.6

How did CC(C)OCC(O)CCc1n[nH]c(=S)n1-c1ccccc1 (stereo not drawn) do in these assays?
IEC-6 tox: -2.5; HDAC3 inh: 1.1; Platelet DG rel: -4.4; KLF5 inh: -30.1; HSF1 activator: 8.5; HSP90 refold inh: -3.0; AI-2 QS modul: 10.3; HSF1 inh: -4.6; HIF activator: -0.1; aSyn 5UTR inh: 7.0

Results for CCCCn1c(N)c(N(CC(C)C)C(=O)CN(C)S(=O)(=O)c2ccc(C)cc2)c(=O)[nH]c1=O ?
HDAC3 inh: -8.1; Platelet DG rel: 5.9; HSF1 activator: -5.0; AI-2 QS modul: 16.6; HSF1 inh: -0.8; HIF activator: -0.2; aSyn 5UTR inh: -6.2

Results for NNC(=S)Nc1cccc(Cl)c1 ?
IEC-6 tox: 0.7; HDAC3 inh: 4.0; Platelet DG rel: -6.8; KLF5 inh: -34.0; HSF1 activator: inconclusive; HSP90 refold inh: -2.2; AI-2 QS modul: 10.9; HSF1 inh: 23.3; HIF activator: -0.2; aSyn 5UTR inh: 7.2

What do the screens show for `CCOc1ccccc1NC(=O)c1cccnc1`?
IEC-6 tox: 7.5; HDAC3 inh: 0.7; Platelet DG rel: -0.5; KLF5 inh: -43.0; HSF1 activator: -11.7; HSP90 refold inh: -0.5; AI-2 QS modul: 10.8; HSF1 inh: -2.4; HIF activator: -0.1; aSyn 5UTR inh: -6.5

What do the screens show for `CC1(C)OC2OC(COC(=O)c3ccc([N+](=O)[O-])cc3)C3OC(C)(C)OC3C2O1` (stereo not drawn)?
IEC-6 tox: -6.2; HDAC3 inh: -0.3; Platelet DG rel: 5.8; KLF5 inh: -32.5; HSF1 activator: 0.7; HSP90 refold inh: -0.1; AI-2 QS modul: 23.4; HSF1 inh: -2.8; HIF activator: -2.1; aSyn 5UTR inh: 28.7

What do the screens show for `Cc1ccc2c(c1)N(CCCC(=O)NCc1ccc3c(c1)OCO3)C(=O)CO2`?
IEC-6 tox: -0.2; HDAC3 inh: 2.7; Platelet DG rel: -8.1; KLF5 inh: 4.8; HSF1 activator: 2.7; HSP90 refold inh: 6.9; AI-2 QS modul: 12.9; HSF1 inh: -2.6; HIF activator: -0.5; aSyn 5UTR inh: 17.4

What do the screens show for `CCCCn1c(=O)c(C(C)=O)c(O)c2ccccc21`?
IEC-6 tox: 1.4; HDAC3 inh: -0.6; Platelet DG rel: 15.4; KLF5 inh: -34.4; HSF1 activator: -1.5; HSP90 refold inh: -2.0; AI-2 QS modul: 9.4; HSF1 inh: -6.4; HIF activator: 0.0; aSyn 5UTR inh: -6.7

How did CC(=O)Nc1cccc(NC(=O)CSc2nn3c(=O)c(C)nnc3s2)c1 do in these assays?
HDAC3 inh: 10.4; Platelet DG rel: 5.3; HSF1 activator: 6.5; AI-2 QS modul: 20.4; HSF1 inh: -9.2; HIF activator: -0.2; aSyn 5UTR inh: 0.8

Results for Cc1ncc(CN2CCN(Cc3ccc(F)cc3)C(CCO)C2)s1 (stereo not drawn) ?
IEC-6 tox: 0.5; HDAC3 inh: -7.3; Platelet DG rel: 1.1; KLF5 inh: 5.8; HSF1 activator: -0.9; HSP90 refold inh: 3.4; AI-2 QS modul: 24.9; HSF1 inh: -1.2; HIF activator: -0.4; aSyn 5UTR inh: -20.9

Results for Cc1ccc(S(=O)(=O)N2CC3CCCN3c3ccc(C(F)(F)F)cc32)cc1 (stereo not drawn) ?
IEC-6 tox: 6.6; HDAC3 inh: -7.6; Platelet DG rel: 5.0; KLF5 inh: -13.4; HSF1 activator: 11.1; HSP90 refold inh: 1.6; AI-2 QS modul: 17.0; HSF1 inh: 10.2; HIF activator: -1.4; aSyn 5UTR inh: 2.0

How did COc1ccc(NC(=O)CCNS(=O)(=O)c2cccc3nsnc23)cc1 do in these assays?
IEC-6 tox: 0.1; HDAC3 inh: 3.7; Platelet DG rel: 3.9; KLF5 inh: -41.0; HSF1 activator: -5.8; HSP90 refold inh: -1.6; AI-2 QS modul: 21.2; HSF1 inh: 20.4; HIF activator: -0.3; aSyn 5UTR inh: 15.2

How did Cc1nnc(SCC(=O)N(C)C2CCCCC2)s1 do in these assays?
IEC-6 tox: 4.2; HDAC3 inh: -4.4; Platelet DG rel: -6.4; KLF5 inh: -29.3; HSF1 activator: -2.4; HSP90 refold inh: 4.4; AI-2 QS modul: 14.5; HSF1 inh: 1.6; HIF activator: 0.5; aSyn 5UTR inh: -19.5

What do the screens show for `CCOC(=O)c1sc2ncn(/N=C/c3ccc(O)cc3)c(=O)c2c1C`?
IEC-6 tox: 1.3; HDAC3 inh: 10.4; Platelet DG rel: -1.9; KLF5 inh: -6.1; HSF1 activator: 3.5; HSP90 refold inh: 0.5; AI-2 QS modul: 46.9; HSF1 inh: 1.9; HIF activator: -0.7; aSyn 5UTR inh: -0.1

How did O=C1N=C(N2CCN(c3ccccc3)CC2)S/C1=C/c1cccs1 do in these assays?
IEC-6 tox: 8.3; HDAC3 inh: -3.3; Platelet DG rel: 17.0; KLF5 inh: -23.7; HSP90 refold inh: -4.2; AI-2 QS modul: 24.6; HIF activator: 0.4; aSyn 5UTR inh: 13.2

What do the screens show for `Cc1cccc(N2CCN(C(=O)c3cc(C)oc3C)CC2C)c1` (stereo not drawn)?
IEC-6 tox: -0.3; HDAC3 inh: 1.0; Platelet DG rel: 12.7; KLF5 inh: -13.2; HSF1 activator: inconclusive; HSP90 refold inh: 1.4; AI-2 QS modul: 9.3; HSF1 inh: 7.7; HIF activator: 0.1; aSyn 5UTR inh: 4.1

How did CNc1nc(-c2ccccc2)cc(C)c1S(C)(=O)=O do in these assays?
IEC-6 tox: 1.6; HDAC3 inh: -77.9; Platelet DG rel: 2.4; KLF5 inh: -0.9; HSF1 activator: inconclusive; HSP90 refold inh: -3.5; AI-2 QS modul: 16.2; HSF1 inh: 67.9; HIF activator: 2.3; aSyn 5UTR inh: -17.9

How did Cc1ccc([C@@H]2[C@@H]3C(=O)N(C)C(=O)[C@@H]3[C@]3(Cc4ccccc4)C(=O)N(Cc4ccccn4)CC(=O)N23)o1 do in these assays?
IEC-6 tox: -3.9; HDAC3 inh: -0.4; Platelet DG rel: -12.4; KLF5 inh: -17.1; HSF1 activator: 3.8; HSP90 refold inh: 0.2; AI-2 QS modul: 27.4; HSF1 inh: -5.3; HIF activator: -0.4; aSyn 5UTR inh: -9.4

What do the screens show for `CC1(C)Cc2cccc(OCC(=O)OCC(=O)Nc3ccc(C(N)=O)cc3)c2O1`?
HDAC3 inh: 0.5; Platelet DG rel: -0.5; HSF1 activator: -11.5; AI-2 QS modul: 19.7; HSF1 inh: -2.7; HIF activator: -0.1; aSyn 5UTR inh: 8.6

How did CCC(C)Sc1nc(O)c(Cc2ccccc2)c(=O)[nH]1 (stereo not drawn) do in these assays?
IEC-6 tox: -4.8; HDAC3 inh: -6.1; Platelet DG rel: -2.1; KLF5 inh: -10.8; HSF1 activator: 31.6; HSP90 refold inh: -1.3; AI-2 QS modul: 19.3; HSF1 inh: 2.1; HIF activator: -0.6; aSyn 5UTR inh: 14.2

What do the screens show for `CC(=O)c1cccc(NC(=O)NC2CCCCC2)c1`?
IEC-6 tox: -2.3; HDAC3 inh: -4.2; Platelet DG rel: -10.4; KLF5 inh: -21.0; HSF1 activator: -4.4; HSP90 refold inh: -3.0; AI-2 QS modul: 5.5; HSF1 inh: 1.1; HIF activator: 0.6; aSyn 5UTR inh: -22.9

Results for CCOC(=O)c1cc(C(=O)Nc2ccccc2F)nn1C ?
IEC-6 tox: -2.3; HDAC3 inh: -0.5; Platelet DG rel: 6.6; KLF5 inh: -122.6; HSF1 activator: 33.1; HSP90 refold inh: 2.4; AI-2 QS modul: 16.0; HSF1 inh: 15.6; HIF activator: 2.5; aSyn 5UTR inh: -159.2

Results for Cc1cc(-n2c(C)cc(C(=O)COC(=O)CN=C3NS(=O)(=O)c4ccccc43)c2C)no1 ?
IEC-6 tox: 6.3; HDAC3 inh: -0.3; Platelet DG rel: -2.2; KLF5 inh: 3.5; HSF1 activator: 19.7; HSP90 refold inh: 3.6; AI-2 QS modul: 9.7; HSF1 inh: 7.2; HIF activator: 0.0; aSyn 5UTR inh: -12.1
